CHO parental Ca = counter-screen for OX1R antagonists: effect in parental CHO cells; 330,000 compounds, 0.63% hits; parental CHO-K1, ATP-induced calcium, Fluo-8 fluorescence; inhibition, % at 5.6 µM;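 active means inhibition above that plate's mean sample inhibition plus 3 SD, cut at about 26% in these data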;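 further: 0% = ATP-challenged DMSO wells and 100% = DMSO wells without ATP; some compounds past the cut are filed as inactive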
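Material – parental CHO cells · Reagent – ATP stimulus · Compound – single nominal dose of 5.6 µM per compound · Detection – Fluo-8 fluorescence · Read-out basis – percent inhibition of calcium signal · Controls – ATP-challenged DMSO wells low, unchallenged DMSO wells high · Repeats – no replicates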
M1 ag parental = M1 agonist counterscreen hit in parental CHO-K1 cells; Fluo-8 calcium fluorescence; scaled to maximal ATP response, vehicle zero; activation, % at 3 µM; 360,000 compounds, 0.48% hits; AID 602248; in the data active means activation above about 15%;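 further: untransfected CHO-K1 host cells lacking M1 receptor as counterscreen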
CHO-K1 Ca antag = M1 antagonist counterscreen hit in parental CHO-K1 cells; ATP-induced calcium, Fluo-8 fluorescence; inhibition, % at 3 µM; 360,000 compounds, 0.6% hits;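 active means inhibition above a per-plate cutoff, the plate's mean sample inhibition plus 3 SD, cut at about 24% in these data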;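 further: 0% = DMSO plus EC80 ATP and 100% = DMSO alone without ATP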
TAAR1 ag = agonists of human TAAR1; Q96RJ0; CHO RD-HGA16 TAAR1, Fluo-8 calcium fluorescence; vehicle wells 0%, saturating PEA agonist 100%; activation, % at 3 µM; 360,000 compounds, 0.99% hits;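 active means activation above the mean activation of all test compounds in the run plus 3 SD, cut at about 38% in these data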
Target sequence (Q96RJ0 whole entry, looked up): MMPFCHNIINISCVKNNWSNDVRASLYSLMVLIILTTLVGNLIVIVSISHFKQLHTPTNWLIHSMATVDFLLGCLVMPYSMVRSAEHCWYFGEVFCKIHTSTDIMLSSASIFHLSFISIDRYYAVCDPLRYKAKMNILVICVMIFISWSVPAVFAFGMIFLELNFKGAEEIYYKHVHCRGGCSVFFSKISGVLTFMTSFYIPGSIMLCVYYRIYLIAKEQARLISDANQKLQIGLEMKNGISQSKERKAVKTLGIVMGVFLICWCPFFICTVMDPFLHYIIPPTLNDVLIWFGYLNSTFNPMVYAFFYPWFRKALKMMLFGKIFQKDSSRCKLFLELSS
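System: CHO RD-HGA16 cells carrying human TAAR1 plus Gα16; Incubation: 17-24 h seeding, 75 min 37 °C dye, 30 min RT; Measured by: Fluo-8 fluorescence, 5 s baseline then 140 s kinetic read; Control set: DMSO and PEA EC100; Replication: single well for each compound.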
CHRM1 PAM = human CHRM1 positive allosteric modulation; activation, % at 3 µM; 360,000 compounds, 0.088% hits; CHO-K1 hM1, Fluo-8 calcium fluorescence, ACh EC20; 0% = ACh EC20, 100% = maximal ACh; AID 588819; in the data active means activation above about 19%, passing the limit was not always enough
Target sequence (P11229 whole entry, looked up): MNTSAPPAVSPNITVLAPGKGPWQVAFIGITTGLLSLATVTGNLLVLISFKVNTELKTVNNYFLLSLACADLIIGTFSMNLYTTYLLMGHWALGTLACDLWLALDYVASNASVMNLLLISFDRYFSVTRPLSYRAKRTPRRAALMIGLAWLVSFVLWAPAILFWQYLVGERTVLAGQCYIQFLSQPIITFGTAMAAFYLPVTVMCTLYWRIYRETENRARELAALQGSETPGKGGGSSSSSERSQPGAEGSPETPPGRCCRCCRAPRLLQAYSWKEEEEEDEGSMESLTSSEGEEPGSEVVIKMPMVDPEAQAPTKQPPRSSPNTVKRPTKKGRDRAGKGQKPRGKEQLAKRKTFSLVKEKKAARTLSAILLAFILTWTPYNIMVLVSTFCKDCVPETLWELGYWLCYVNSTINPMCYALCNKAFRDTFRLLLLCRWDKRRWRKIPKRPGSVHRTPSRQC
CHRM1 antagonist = human CHRM1 antagonism. P11229. CHO-K1 hM1, Fluo-8 calcium fluorescence, ACh EC80 antagonist. inhibition, % at 3 µM. 360,000 compounds, 1.3% hits. AID 588852;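 active means percent inhibition above its own plate's cutoff, namely the mean of that plate's compound wells plus 3 SD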;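 further: peak over basal fluorescence ratio during 140 s after agonist addition; 0% = ACh EC80 plus DMSO and 100% = DMSO alone without agonist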
CHRM1 agonist = agonists of human M1 muscarinic receptor; P11229; CHO-K1 hM1, Fluo-8 calcium fluorescence, agonist mode; 0% DMSO, 100% acetylcholine EC100; activation, % at 3 µM; 360,000 compounds, 0.33% hits; AID 588814;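 active means activation above the run's mean compound activation plus 3 SD, cut at about 16% in these data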;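 further: peak over basal fluorescence ratio within a 140 s kinetic read after compound addition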
TAAR1 antag = human TAAR1 antagonism. Q96RJ0. CHO RD-HGA16 TAAR1, Fluo-8 calcium fluorescence, antagonist. inhibition, % at 3 µM. 360,000 compounds, 1.5% hits. AID 624466;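 active means inhibition above a per-plate cutoff, the mean inhibition of test compounds on that plate plus 3 SD, cut at about 49% in these data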;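 further: 0% = DMSO plus EC80 beta-PEA response and 100% = DMSO alone without agonist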
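Test system: CHO RD-HGA16 cells bearing hTAAR1 | Reagent: β-PEA, EC80 | Compound dosing: 3 µM, single point | Schedule: Dye loading 75 min at 37 °C, then 30 min room temperature | Signal: Calcium fluorescence with Fluo-8 | Evaluation: Percent inhibition of PEA-evoked calcium signal, max/basal emission ratio | Control set: DMSO-only wells and EC80 β-PEA-stimulated wells | Repeats: Singlicate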
M1 PAM parental = counter-screen for M1 PAMs: effect in parental CHO-K1 cells; 360,000 compounds, 0.02% hits; activation, % at 3 µM; ATP EC20, Fluo-8 calcium fluorescence; 0% at ATP EC20, 100% at ATP max; AID 602247;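 active means activation above the run cutoff, the mean activation of all test compounds plus 3 SD, cut at about 40% in these data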;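 further: peak over basal fluorescence ratio in a 140 s read after ATP addition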
* = called active by the depositor; / = no result given.

Sample of the layout (three entries):
compound | CHO parental Ca | M1 ag parental | CHO-K1 Ca antag | TAAR1 ag | CHRM1 PAM | CHRM1 antagonist | CHRM1 agonist | TAAR1 antag | M1 PAM parental
O=C(Cc1ccc(Cl)cc1)NCC(=O)N1CCC2(CC1)NCCc1[nH]cnc12 | / | 0.3 | 2.7 | 19.8 | 18.5 | -10.2 | -0.1 | -23.5 | 6.7
COC(=O)c1c(NC(=O)CN(C)CC(=O)Nc2ccc(C)cc2)sc2c1CCC(C)C2 (stereo not given) | -26.8 | 0.9 | -1.2 | -0.1 | 10.5 | -7.9 | -3.4 | -3.7 | 22.6
COc1ccccc1N1CCN(C(=O)c2ccccc2SCC(=O)N2CCCC2)CC1 | / | 2.6 | -13.8 | 6.0 | 7.4 | 1.3 | 8.7 | 15.7 | -17.1

The whole of this part, repeating the preview:
compound | CHO parental Ca | M1 ag parental | CHO-K1 Ca antag | TAAR1 ag | CHRM1 PAM | CHRM1 antagonist | CHRM1 agonist | TAAR1 antag | M1 PAM parental
O=C(Cc1ccc(Cl)cc1)NCC(=O)N1CCC2(CC1)NCCc1[nH]cnc12 | / | 0.3 | 2.7 | 19.8 | 18.5 | -10.2 | -0.1 | -23.5 | 6.7
COC(=O)c1c(NC(=O)CN(C)CC(=O)Nc2ccc(C)cc2)sc2c1CCC(C)C2 (stereo not given) | -26.8 | 0.9 | -1.2 | -0.1 | 10.5 | -7.9 | -3.4 | -3.7 | 22.6
COc1ccccc1N1CCN(C(=O)c2ccccc2SCC(=O)N2CCCC2)CC1 | / | 2.6 | -13.8 | 6.0 | 7.4 | 1.3 | 8.7 | 15.7 | -17.1
COc1ccc(CCNCc2cc3ccc(C)cc3[nH]c2=O)cc1OC | -11.6 | 0.6 | -8.4 | 1.5 | 2.1 | -6.5 | -4.3 | 6.1 | -19.3
O=C1CN(C(=O)CSc2nnc(C3CC3)n2-c2ccccc2)c2ccccc2N1 | -6.3 | 0.2 | -5.9 | 7.9 | 6.1 | -20.8 | -4.7 | 2.7 | 8.4
O=C(Nc1ccccc1)Nc1nc(-c2ccc(Cl)cc2)cs1 | 11.8 | 2.3 | 3.7 | 3.3 | -1.0 | 6.3 | -3.6 | 12.6 | 27.9
CC(C)(C)SCCNC(=O)/C=C/c1ccccc1 | -9.4 | -0.2 | 0.7 | 2.2 | 5.8 | -9.5 | -3.1 | -24.0 | -4.0
CC1=C/C(=C\c2ccc(Br)o2)C(=O)O1 | -3.2 | -0.5 | 11.1 | 5.5 | 8.3 | 0.4 | -4.6 | 2.1 | -12.0
COc1ccc(Cl)cc1NC(=O)CN(C)C(=O)c1ccc(COc2ccccc2)cc1 | -13.6 | 1.4 | 0.4 | 5.4 | 5.5 | 3.5 | 0.3 | 34.0 | 3.0
O=C(NCCc1c[nH]c2ccccc12)C(F)(F)F | 3.0 | 0.7 | 2.9 | 11.3 | -0.4 | -12.4 | -1.2 | -2.6 | 12.8
CNC(=O)/C(C#N)=C/c1c(N2CC(C)OC(C)C2)nc2ccccn2c1=O (stereo not given) | 3.7 | 0.5 | 13.1 | 1.3 | -1.8 | 1.2 | -7.8 | 3.4 | -12.0
CC(=O)Nc1ccc(Nc2nnc(-c3ccc(C)c(S(=O)(=O)NCC4CCCO4)c3)c3ccccc23)cc1 (stereo not given) | -17.7 | 0.4 | -6.9 | 4.4 | -0.1 | 1.8 | -2.7 | -24.6 | -1.4
CSc1sccc1/C=N/NC(=O)c1ccncc1 | 9.5 | 0.9 | -6.2 | 0.1 | 4.5 | -8.6 | -4.1 | 1.5 | 10.2
Cc1cccc(C)c1NC(=O)C1c2ccccc2Oc2ccccc21 | 6.1 | 1.6 | -4.4 | -0.6 | 5.6 | -0.6 | -7.0 | -3.3 | 18.3
Cn1c(CCN2CCCC2)nc2cc(NC(=O)COc3ccc(Cl)cc3)ccc21 | / | 0.2 | -2.5 | 0.3 | -6.1 | 8.5 | -9.1 | -7.0 | -0.8
Cc1ccc(S(=O)(=O)NCC(c2ccc3c(c2)OCO3)N2CCOCC2)cc1 (stereo not given) | 2.4 | 0.6 | 1.9 | 2.9 | 4.6 | -5.2 | -2.9 | -7.6 | 10.6
CC(C)C[C@]1(c2ccccc2)ON(c2ccccc2C(F)(F)F)C1=O | -4.8 | -0.2 | 1.6 | 17.0 | 15.3 | -8.9 | -3.7 | 9.5 | -9.3
Cc1ccc(Cn2c(C3CCCN3c3nc(C)cs3)nc3cc(C(F)(F)F)ccc32)cc1 (stereo not given) | -39.3 | 0.3 | -20.6 | / | -1.3 | 5.5 | -5.8 | / | 23.1
CC1(C)CC(=O)C(CC(=O)NC2CCCc3ccccc32)C(=O)C1 (stereo not given) | 8.0 | 0.1 | -13.4 | 4.7 | -7.8 | 4.2 | -5.6 | -34.3 | -1.2
O=C(NC(=S)Nc1ncccn1)c1ccc(Cl)cc1Cl | -12.3 | 20.6* | -3.8 | 2.0 | 10.0 | -6.6 | -6.0 | -21.9 | 12.3

Remaining list, next part
compound | CHO parental Ca | M1 ag parental | CHO-K1 Ca antag | TAAR1 ag | CHRM1 PAM | CHRM1 antagonist | CHRM1 agonist | TAAR1 antag | M1 PAM parental
CCc1cccc(OCCn2nc(C(=O)O)c3ccccc3c2=O)c1 | -18.2 | 2.3 | 6.7 | 5.9 | 5.2 | -3.8 | 2.4 | -0.9 | -12.2
COC(=O)c1cc(C#N)c(Oc2ccc(F)cc2)nc1C | -13.3 | -0.2 | -7.2 | -2.6 | 4.1 | -29.4 | -8.7 | -7.9 | 16.2
Cc1ccc(C)c(-n2c3nc(=O)n(C)c(=O)c-3cc3ccccc32)c1 | -14.9 | 0.1 | 5.2 | 1.4 | 5.2 | -10.0 | -5.9 | -44.4 | -10.2
CCOC(=O)CSc1nnc2c3ccccc3n(C)c2n1 | -13.2 | 0.2 | -8.1 | 4.4 | 1.4 | -1.9 | -6.2 | -11.6 | 12.6
CCS(=O)(=O)c1ccc2c(c1)NC(=O)C(CCCl)O2 (stereo not given) | -12.0 | 1.1 | -16.0 | 1.4 | 6.9 | -6.3 | -2.6 | -10.4 | 20.0
CN1OC[C@@H]2CN(C(=O)C(C)(C)C)[C@H](c3ccc(-n4ccnc4)cc3)C[C@@H]21 | / | 0.0 | 28.2* | 2.3 | -6.3 | 13.8 | 1.7 | -4.9 | -7.4
COc1ccc(O)c(-c2[nH]ncc2C(=O)c2ccccc2)c1 | -12.1 | 1.2 | -9.6 | 2.2 | 6.7 | -5.5 | -0.8 | -7.2 | -3.0
COc1ccc(C2C(C(=O)Nc3cccnc3)=C(C)Nc3nc(-c4ccco4)nn32)cc1 (stereo not given) | -13.6 | 2.1 | 1.4 | 3.1 | 7.8 | -6.0 | -5.9 | -9.8 | 23.0
Cc1cc(F)ccc1S(=O)(=O)Nc1ccc(C(=O)N(C)Cc2ccco2)cc1 | -9.5 | 0.0 | -11.2 | 3.5 | -3.4 | 13.9 | -6.4 | -12.9 | -11.6
COc1ccc([N+](=O)[O-])cc1NC(=O)CCS(=O)(=O)c1ccc(Br)cc1 | -13.4 | 1.5 | 0.6 | 3.7 | 3.8 | 1.1 | -4.1 | -5.1 | -5.7
Clc1ccc(OCc2nnc(-c3ccccc3Br)o2)c(Cl)c1 | -16.4 | -0.3 | -3.1 | 2.6 | 3.9 | 0.6 | -1.6 | 39.9 | -9.9
O=C(Nc1cccc(OC(F)(F)F)c1)C1Cc2c(-c3cccc(F)c3)ccnc2O1 (stereo not given) | / | 1.1 | -1.5 | 0.8 | 4.5 | -10.6 | -3.1 | -8.4 | 3.0
Cc1cccc2sc(N(CCN(C)C)C(=O)/C=C/c3cccs3)nc12 | 2.9 | 2.5 | -8.6 | 1.3 | 1.9 | 4.5 | -3.7 | 16.0 | 20.6
CCCCNCCS(=O)(=O)NCc1ccccc1OC | / | 0.2 | 0.0 | 5.5 | 1.0 | -5.0 | -3.1 | -14.4 | -4.0
CC(C)=CCC[C@](C)(O[C@@H]1O[C@H](CO[C@@H]2OC[C@@H](O)[C@H](O)[C@H]2O)[C@@H](O)[C@H](O)[C@H]1O)C1CC[C@]2(C)C1[C@H](O)CC1[C@@]3(C)CC[C@H](O[C@@H]4O[C@H](CO)[C@@H](O)[C@H](O)[C@H]4O)C(C)(C)C3CC[C@]12C (stereo not given in full) | 12.1 | 3.5 | -12.7 | 0.7 | 12.4 | -9.1 | 1.9 | 0.1 | 20.5
O=C(c1cc2ncc(Br)cn2n1)N1CCN(C(=O)c2ccco2)CC1 | -1.5 | 0.5 | 0.1 | / | -2.8 | -36.2 | -2.4 | / | 19.3
NNC(=O)c1cc2c(s1)-c1cc(Cl)ccc1SC2 | -5.9 | 0.9 | -6.0 | -0.3 | 12.2 | -21.7 | -1.1 | -24.0 | 13.1
O=C(CC1(O)C(=O)N(C/C=C/c2ccccc2)c2ccccc21)c1ccccn1 (stereo not given) | -13.1 | 4.5 | -30.6 | 15.6 | 9.6 | -6.4 | 9.7 | -6.8 | 14.0
COc1ccc(F)cc1C(=O)C1CCCN(C(=O)c2ccccc2N(C)C)C1 (stereo not given) | -23.6 | 8.7 | -10.2 | -1.3 | -6.1 | 12.2 | 0.7 | -28.4 | 0.8
CC(C)(C)NC(=O)C1(C)CCC(=O)N1C1CCN(Cc2ccccc2)CC1 (stereo not given) | / | 0.4 | -3.6 | 1.9 | 0.9 | -3.3 | -1.9 | -1.9 | 10.8

Remaining list, next part:
compound | CHO parental Ca | M1 ag parental | CHO-K1 Ca antag | TAAR1 ag | CHRM1 PAM | CHRM1 antagonist | CHRM1 agonist | TAAR1 antag | M1 PAM parental
COc1ccc(C2NC(=S)NC3=C2CCc2cc(OC)ccc23)cc1 (stereo not given) | -17.9 | 0.1 | -11.7 | 31.1 | 2.5 | 6.1 | -5.1 | 11.1 | 13.8
Cc1ccc(/C=N/NC(=O)c2nnn(-c3nonc3N)c2-c2cccs2)cc1 | -28.1 | 33.1* | 0.5 | 131.1* | 13.3 | 6.2 | 68.8* | 77.6* | 29.6
O=C(Cc1ccccc1)Nc1cc2c(cc1Cl)OCCCO2 | -12.3 | 0.3 | -6.7 | 1.7 | 0.6 | -6.6 | -7.6 | -6.0 | 2.9
CCCn1c(N)c(CC)c(=O)[nH]c1=O | 14.1 | 0.7 | -9.3 | 1.0 | 4.4 | -0.9 | -2.7 | 7.6 | -2.9
CC(C)=Nc1ccccc1C1COC(=O)C1=N (stereo not given) | -2.9 | 0.1 | -9.5 | 2.2 | 15.3 | -17.1 | -5.2 | -6.1 | 23.1
N#Cc1ccc(OCc2nnc(SCC(=O)c3ccccc3)n2-c2ccccc2)cc1 | -0.1 | 1.3 | 16.5 | 1.8 | -0.9 | 19.9 | 0.9 | 16.4 | -8.7
COc1ccc(NC(=O)CSc2ncnc3c2cnn3Cc2ccccc2)cc1 | 3.3 | 0.8 | -7.3 | 3.8 | -7.5 | 9.9 | -3.7 | 6.0 | 14.0
